Screening results deposited in PubChem BioAssay by several laboratories.
HUVEC tox TNFa: toxic to HUVEC cells under TNF alpha stimulation; HUVEC TNFalpha-stimulated, Hoechst cell count, imaging; cell count reduction, % at 2 µM; actives 0.17% (n = 93,000);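 active = cell count reduction exceeding the screen mean by over 5 SD, scaled to untreated wells per plate, cut at about 78% in these data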;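 also: cells counted after 24 h of TNF alpha exposure following the 1 h pretreatment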
VCAM1 TNFa inh: reduces TNF alpha induced VCAM1 expression in HUVEC; actives 0.48% (n = 95,000); inhibition, % at 2 µM; HUVEC TNFa-induced VCAM-1 immunofluorescence, high-content imaging;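 active = inhibition above the batch mean plus 3 SD, with images confirmed as a hit by eye, cut at about 37% in these data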;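 also: 0% = TNF-stimulated DMSO wells and 100% = unstimulated control wells; not every result past the cut was called active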
sEH activator: soluble epoxide hydrolase (human) activation; P34913; purified human sEH enzymatic activity, activator screen; activation, % at 2 µM; actives 0.04% (n = 91,000); AID 717; in the data active = activation above about 37%; also: values of inactives mirror those of a sister screen read the other way
F-actin modifier: alters cytoskeleton assembly in HUVEC cells; HUVEC TNFa F-actin phalloidin imaging, high content; inhibition, % at 2 µM; actives 0.18% (n = 91,000); AID 836;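 active = inhibition above the batch mean plus 3 SD and confirmed as a hit by visual image inspection, cut at about 30% in these data, passing the limit was not always enough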; also: strong numbers were not always called active
ERb coact inh: blocks coactivator binding to human estrogen receptor beta; TR-FRET ER-beta LBD / SRC1-Cy5 peptide binding; receptor agonist-loaded with 1 µM estradiol; AID 633; actives 1.3% (n = 86,000); Q92731; inhibition, % at 25.6 µM;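 active = compounds whose percent inhibition of the receptor-coactivator binding signal exceeds about 50% in the single-dose screen, limit read from the data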;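 also: 0% = receptor plus peptide wells without compound and 100% = peptide-only wells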
Target sequence (Q92731 whole entry, looked up, the tested form may be a part): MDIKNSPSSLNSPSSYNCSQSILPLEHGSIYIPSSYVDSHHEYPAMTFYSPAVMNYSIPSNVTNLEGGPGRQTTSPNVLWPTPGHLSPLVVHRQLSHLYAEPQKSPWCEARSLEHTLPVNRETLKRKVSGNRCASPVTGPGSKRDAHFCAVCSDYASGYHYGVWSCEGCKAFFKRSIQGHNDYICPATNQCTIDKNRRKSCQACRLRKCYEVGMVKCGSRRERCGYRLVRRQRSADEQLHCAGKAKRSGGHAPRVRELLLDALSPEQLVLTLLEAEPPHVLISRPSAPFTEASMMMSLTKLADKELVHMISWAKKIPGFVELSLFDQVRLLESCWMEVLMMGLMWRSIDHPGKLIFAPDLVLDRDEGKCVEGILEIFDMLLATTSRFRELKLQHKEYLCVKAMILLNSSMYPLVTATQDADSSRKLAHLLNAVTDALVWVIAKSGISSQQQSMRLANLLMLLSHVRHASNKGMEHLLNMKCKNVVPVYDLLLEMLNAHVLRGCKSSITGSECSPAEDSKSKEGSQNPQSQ
Smad3 FoxH1 inh: Smad3 (human) transcription factor binding inhibition; P84022; TR-FRET Smad3/Dy647-FoxH1 peptide binding, europium anti-His; inhibition, % at 25 µM; actives 0.29% (n = 88,000); AID 630;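 active = compounds that reduce the energy-transfer binding signal between the protein and its labelled peptide by more than half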;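 also: 0% = Smad3 plus labelled peptide maximal FRET and 100% = peptide-only background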
Target sequence (P84022 whole entry, looked up): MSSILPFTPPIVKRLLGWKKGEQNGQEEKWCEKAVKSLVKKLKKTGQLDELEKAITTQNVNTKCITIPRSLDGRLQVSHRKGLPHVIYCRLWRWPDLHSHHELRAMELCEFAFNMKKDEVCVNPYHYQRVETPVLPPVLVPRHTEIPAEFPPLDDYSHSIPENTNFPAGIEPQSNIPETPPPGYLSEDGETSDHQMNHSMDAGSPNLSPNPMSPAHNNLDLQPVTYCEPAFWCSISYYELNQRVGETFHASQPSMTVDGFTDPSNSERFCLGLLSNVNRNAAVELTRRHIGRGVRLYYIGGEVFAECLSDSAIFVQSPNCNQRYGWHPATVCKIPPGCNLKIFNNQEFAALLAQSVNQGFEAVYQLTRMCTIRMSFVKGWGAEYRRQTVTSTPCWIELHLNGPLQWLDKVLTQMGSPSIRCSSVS
Calb biofilm kill: kills Candida albicans biofilms | C. albicans biofilm + clotrimazole, Alamar Blue | inhibition, % at 6 µM | actives 0.14% (n = 85,000);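 active = inhibition above 20%; inactive = inhibition below 20%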;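 also: preformed 24 hr biofilms exposed to compound for 48 hr; 0% = biofilm without compound and 100% = blank killed by clotrimazole plus chlorhexidine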
IL1B cytotox: toxic to HUVEC cells under IL-1B stimulation. AID 845. cell count reduction, % at 2 µM. HUVEC cell count loss, Hoechst imaging, IL-1B stimulated. actives 0.41% (n = 94,000);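 active = cell count reduction more than 3 SD above the screen-wide mean, cut at about 70% in these data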;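 also: normalized per plate to untreated control cells as the no-loss baseline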
sEH inh: soluble epoxide hydrolase (human) inhibition; P34913; inhibition, % at 2 µM; recombinant human sEH enzymatic activity assay; actives 0.34% (n = 91,000); in the data active = inhibition above about 80%; also: values of inactives mirror those of a sister screen read the other way; many of its hits are not listed in these tables
* hit, by the source's call; · = not tested or not shown; [ ] = another dose, or the depositor's remark. The list is partial; the hit share may differ from the screen's.

SMILES	HUVEC tox TNFa	VCAM1 TNFa inh	sEH activator	F-actin modifier	ERb coact inh	Smad3 FoxH1 inh	Calb biofilm kill	IL1B cytotox	sEH inh
Cc1ccc(OCC(=O)NNC(=O)c2cc3ccccc3o2)cc1C	-8	8	-1	9	·	·	·	-3	0
O=C(NC1CC2CCCC(C1)N2C(=O)Nc1ccccc1)c1ccncc1 (stereo unspecified)	-7	4	2	-5	-3[fluorescence artefact?]	-4	0	-28	1
CC(C)(C)OC(=O)N1CCC(c2c(C(=O)O)cnn2-c2ccccc2)CC1	-3	7	·	0	-2	5	7	-8	·
COc1cccc2c(=O)n(CC(=O)NC3CCCC3)ccc12	-18	4	2	0	-5	16[fluorescence artefact?]	8	11	-3
Cc1nn(Cc2ccccc2)c(C)c1CCC(=O)O	-12	4	0	7	-16	3	5	-23	-2
CCCCCC(=O)Nc1ccc2oc(-c3cccnc3)nc2c1	·	·	-59	·	-25	11	3	4	61
C=CCn1c(N)c(C(=O)OC(C)CC)c2nc3ccccc3nc21 (stereo unspecified)	-34	-19	3	-10	-5	-3	2	2	-5
O=[N+]([O-])/C(=C\Nc1ccccc1Cl)S(=O)(=O)c1ccccc1	9	21	0	·	-10	9	7	-1	-3
CC(C)COc1ccc2[nH]c3c(c2c1)CCCC3=O	1	15	4	11	5	11	6	-14	-10
CN(C)/C=C(\C#N)C(=O)c1cccnc1Oc1ccc(F)cc1F	-6	20	-11	-3	·	·	·	-16	13
CCOC(=O)C1=C(c2ccccc2)N2CCS(=O)(=O)N=C2S1	·	·	3	·	-4	9	·	4	-4
CCOc1cc(NC(=S)NCc2ccco2)c(OCC)cc1NC(C)=O	-14	10	-1	0	·	·	·	-47	4
O=C(N/N=C/c1cccs1)C1COc2ccccc2O1 (stereo unspecified)	-28	-1	-16	7	-1	9	5	-5	16
O=C(/C=C/c1cccc2ccccc12)NCCC1=CCCCC1	-22	11	-58	5	·	·	·	-78	59
CCOC(=O)c1ccc(NS(=O)(=O)c2cc(C)ccc2OC)cc1	-17	10	1	3	-3	7	15	-91	-6
C=CCn1c2ccccc2c2nnc(SCC(=O)Nc3c(C)n(C)n(-c4ccccc4)c3=O)nc21	2	9	-12	37	·	·	·	-24	11
Cc1ccc(C(=O)N(CN2CCCC2=O)c2ccccc2)cc1C	-20	-27	·	-2	0[fluorescence artefact?]	-3	-3	-10	·
O=C(N/N=C/c1ccco1)c1cnccn1	-8	11	-14	2	·	·	·	·	14
O=S(=O)(c1ccccc1)N1CCN(c2ncccn2)CC1	-1	-7	-15	1	14	2	5	-19	17
O=C1CCCN1CCNC(=S)Nc1ccccc1	4	3	12	-3	48	17	5	16	-13
COc1cc(OC)cc(C(=O)NC2=NCCS2)c1	-27	9	-12	0	-14	25	6	-67	11
CCCC(=O)Nc1ccc(NC(=O)C23CC4CC(CC(C4)C2)C3)cn1	-34	-1	4	23	-20	16	0	-15	-6
COc1cc(OC)cc(C(=O)OCc2cc3ccccc3[nH]c2=O)c1	-30	-9	3	9	8[fluorescence artefact?]	-17[fluorescence artefact?]	4	-28	-4
Cc1ccc(NC(=O)CN(C)S(=O)(=O)c2cccs2)cc1C	-23	-13	-11	·	26	10	4	-2	9
CC1CCc2c(C(=O)NCCN3CCOCC3)csc2C1 (stereo unspecified)	-29	18	-6	·	-1	-1	2	-76	7

Among those listed so far, 5 have four or more nitrogen atoms.
SMILES	HUVEC tox TNFa	VCAM1 TNFa inh	sEH activator	F-actin modifier	ERb coact inh	Smad3 FoxH1 inh	Calb biofilm kill	IL1B cytotox	sEH inh
O=C(NC1CC2CCCC(C1)N2C(=O)Nc1ccccc1)c1ccncc1 (stereo unspecified)	-7	4	2	-5	-3[fluorescence artefact?]	-4	0	-28	1
C=CCn1c(N)c(C(=O)OC(C)CC)c2nc3ccccc3nc21 (stereo unspecified)	-34	-19	3	-10	-5	-3	2	2	-5
C=CCn1c2ccccc2c2nnc(SCC(=O)Nc3c(C)n(C)n(-c4ccccc4)c3=O)nc21	2	9	-12	37	·	·	·	-24	11
O=C(N/N=C/c1ccco1)c1cnccn1	-8	11	-14	2	·	·	·	·	14
O=S(=O)(c1ccccc1)N1CCN(c2ncccn2)CC1	-1	-7	-15	1	14	2	5	-19	17

(listing goes on)
SMILES	HUVEC tox TNFa	VCAM1 TNFa inh	sEH activator	F-actin modifier	ERb coact inh	Smad3 FoxH1 inh	Calb biofilm kill	IL1B cytotox	sEH inh
CCCn1c2ccccc2c2nnc(SCC(=O)OCC)nc21	-33	9	7	3	28	-13	10	-96	-6
COc1ccc(-c2c(C(F)(F)F)oc3c(CN4CCN(C)CC4)c(O)ccc3c2=O)cc1	5	21	3	5	-3	2	-3	-6	-7
COc1ccccc1N1CCN(c2cc(=O)n(-c3ccc(Br)cc3)c(=O)[nH]2)CC1	-18	11	10	-2	·	·	·	14	-10
FC(F)(F)c1nc2nncn2c2c1CCCCC2	-22	-14	-10	23	-3[fluorescence artefact?]	-2	-3	0	9
CCOC(=O)CSc1nc(NC#N)nc(N(CC)CC)n1	-14	16	17	15	-5[fluorescence artefact?]	1	4	-24	-17
Cc1ccc(S(=O)(=O)NCC(=O)N(CCc2ccccc2)CC(=O)NCc2ccco2)cc1	-21	10	-6	-17	-3	0	6	-52	8
CCOC(=O)c1sc(NC(=O)c2ccco2)nc1-c1ccccc1	21	-7	16	-10	8[fluorescence artefact?]	1[fluorescence artefact?]	9	-1	-17
CC(NC(=O)CSc1nnc(COc2ccccc2)o1)c1ccccc1 (stereo unspecified)	-8	3	1	-29	-10	-2	4	-12	-1
CN1CCN(S(=O)(=O)c2ccc3[nH]cc(C(=O)O)c(=O)c3c2)CC1	-44	-1	6	·	5	12	7	-51	-5
O=C(O)c1ccccc1S(=O)(=O)NCC(O)COC1CCCCC1 (stereo unspecified)	-26	5	-37	-12	5	-14	4	4	37
CCCCN(C(=O)Cn1nnc2ccccc21)C(C(=O)NCCOC)c1ccc(OC)cc1 (stereo unspecified)	-19	9	4	-13	-6	4[fluorescence artefact?]	7	-14	-4
CCOC(=O)N1CCC(NC(=O)C2CCN(S(=O)(=O)N3CCCC3)CC2)CC1	7	-3	-70	-40	-11	-2	-6	30	69
COc1ccc(NC(=O)c2cccnc2Cl)c(S(=O)(=O)N2CCOCC2)c1	-13	-3	3	6	-4	-1	6	-2	-3
CCCn1c(CC)nc([N+](=O)[O-])c1S(=O)(=O)c1ccccc1	-11	-1	-8	-18	·	·	·	8	10
COCCCNC(=O)c1c(NC(=O)C2COc3ccccc3O2)sc2c1CCCC2 (stereo unspecified)	-18	5	-8	4	1	9[fluorescence artefact?]	-3	·	8
CCC(c1nnc(SCC(=O)N2CC(=O)Nc3ccccc32)n1Cc1ccccc1)N(C)C (stereo unspecified)	-28	-6	-1	36	-10	-2	·	-8	0
CCC(C)NC(=O)CCCCCn1c(=O)[nH]c2cc(OC)c(OC)cc2c1=O (stereo unspecified)	-2	1	·	2	15[fluorescence artefact?]	-15	0	-10	·
COc1ccc(C(=O)Nc2cccnc2)cc1S(=O)(=O)N1CCOCC1	-47	5	1	26	2	-2	3	32	-1
O=C1CC2(CCCCC2)Oc2ccc(OCC(=O)N3CCOCC3)cc21	-25	3	28	-3	10	-8	8	-83	-32
Cn1cc(CN2CCc3ccccc3C2)c2ccccc21	7	34	-6	-4	1	6	7	-8	6
O=C(/C=C/c1ccccc1)NC(=S)NNC(=O)c1ccco1	-8	5	4	-7	-14	-2	6	5	1
O=C(CSc1nnc(C2COc3ccccc3O2)o1)N1CCCc2ccccc21 (stereo unspecified)	-4	-4	-3	11	-3	5	4	-25	3
CCOC(=O)C1CCN(C(=O)CC(C)c2ccccc2)CC1 (stereo unspecified)	-6	-3	15	11	2	-7	-2	23	-15
COc1cccc(C(C#N)N2N=C(C)CC2(C)C)c1O (stereo unspecified)	0	-1	5	13	-5	-5	4	7	-5
CCOC(=O)C1(CC)NC(c2cccc(F)c2)C2C(=O)N(CC)C(=O)C21 (stereo unspecified)	-15	-10	-5	14	-4	3	8	-60	3

Structures shown so far that contain a CF3 group, in the order listed:
SMILES	HUVEC tox TNFa	VCAM1 TNFa inh	sEH activator	F-actin modifier	ERb coact inh	Smad3 FoxH1 inh	Calb biofilm kill	IL1B cytotox	sEH inh
COc1ccc(-c2c(C(F)(F)F)oc3c(CN4CCN(C)CC4)c(O)ccc3c2=O)cc1	5	21	3	5	-3	2	-3	-6	-7
FC(F)(F)c1nc2nncn2c2c1CCCCC2	-22	-14	-10	23	-3[fluorescence artefact?]	-2	-3	0	9

A different layout for 4 compounds above:
compound | HUVEC tox TNFa | VCAM1 TNFa inh | sEH activator | F-actin modifier | ERb coact inh | Smad3 FoxH1 inh | Calb biofilm kill | IL1B cytotox | sEH inh
FC(F)(F)c1nc2nncn2c2c1CCCCC2 | -22 | -14 | -10 | 23 | -3[fluorescence artefact?] | -2 | -3 | 0 | 9
CCOC(=O)CSc1nc(NC#N)nc(N(CC)CC)n1 | -14 | 16 | 17 | 15 | -5[fluorescence artefact?] | 1 | 4 | -24 | -17
Cc1ccc(S(=O)(=O)NCC(=O)N(CCc2ccccc2)CC(=O)NCc2ccco2)cc1 | -21 | 10 | -6 | -17 | -3 | 0 | 6 | -52 | 8
CCOC(=O)c1sc(NC(=O)c2ccco2)nc1-c1ccccc1 | 21 | -7 | 16 | -10 | 8[fluorescence artefact?] | 1[fluorescence artefact?] | 9 | -1 | -17

As entered above:
CCOC(=O)C1CCN(C(=O)CC(C)c2ccccc2)CC1 (stereo unspecified) – Calb biofilm kill: -2
O=C(/C=C/c1ccccc1)NC(=S)NNC(=O)c1ccco1 – sEH activator: 4
